ERa coact inh = ER-alpha (human) coactivator binding inhibition. P03372. TR-FRET ER-alpha LBD / SRC-1 peptide, estradiol-bound. inhibition, % at 25.6 µM. actives 1.7% (n = 86,000). AID 629; in the data active means inhibition above about 50%;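 further: 0% = receptor plus peptide control and 100% = peptide only without receptor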
Target sequence (P03372 whole entry, looked up, the tested form may be a part): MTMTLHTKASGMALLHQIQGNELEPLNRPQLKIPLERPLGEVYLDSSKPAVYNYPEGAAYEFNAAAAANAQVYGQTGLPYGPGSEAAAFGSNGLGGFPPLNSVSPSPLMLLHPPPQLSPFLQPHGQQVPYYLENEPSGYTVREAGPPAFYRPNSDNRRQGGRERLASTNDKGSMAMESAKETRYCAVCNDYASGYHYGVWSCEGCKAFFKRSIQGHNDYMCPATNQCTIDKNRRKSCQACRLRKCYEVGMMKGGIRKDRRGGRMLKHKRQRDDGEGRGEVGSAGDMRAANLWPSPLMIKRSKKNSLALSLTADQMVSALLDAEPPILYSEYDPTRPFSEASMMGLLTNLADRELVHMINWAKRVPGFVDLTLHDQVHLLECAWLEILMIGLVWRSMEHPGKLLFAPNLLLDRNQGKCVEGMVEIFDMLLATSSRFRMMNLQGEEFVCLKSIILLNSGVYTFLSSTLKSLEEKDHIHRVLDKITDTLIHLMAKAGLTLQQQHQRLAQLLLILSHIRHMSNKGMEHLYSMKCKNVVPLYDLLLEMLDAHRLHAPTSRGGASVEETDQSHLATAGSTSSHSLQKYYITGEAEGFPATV
H69AR inhibit = blocks growth of human H69AR lung tumor cells; viability, % at 10 µM; actives 6% (n = 85,000); H69AR lung tumor viability, ATP luminescence, 72 h; stronger effect = lower value;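 active means viability at or below 40%; inactive means viability above 40%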;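 further: multidrug resistant small cell line overexpressing MRP-1 efflux transporter; 100% = mean luminescence of untreated control wells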
CYP2C19 inh = inhibitors of human CYP2C19; CYP2C19 Supersomes, luciferin-H EGE luminescence, 30 min; inhibition, % at 5 µM; actives 21% (n = 96,000); P33261; AID 778;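 active means CYP2C19 inhibition above a set limit at 5 µM in the primary screen, cut at about 50% in these data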;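 further: plate controls were negative control wells for no effect and 2.5 mM tranylcypromine positive control for full effect; values of inactives mirror those of a sister screen read the other way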
Target sequence (P33261 whole entry, looked up): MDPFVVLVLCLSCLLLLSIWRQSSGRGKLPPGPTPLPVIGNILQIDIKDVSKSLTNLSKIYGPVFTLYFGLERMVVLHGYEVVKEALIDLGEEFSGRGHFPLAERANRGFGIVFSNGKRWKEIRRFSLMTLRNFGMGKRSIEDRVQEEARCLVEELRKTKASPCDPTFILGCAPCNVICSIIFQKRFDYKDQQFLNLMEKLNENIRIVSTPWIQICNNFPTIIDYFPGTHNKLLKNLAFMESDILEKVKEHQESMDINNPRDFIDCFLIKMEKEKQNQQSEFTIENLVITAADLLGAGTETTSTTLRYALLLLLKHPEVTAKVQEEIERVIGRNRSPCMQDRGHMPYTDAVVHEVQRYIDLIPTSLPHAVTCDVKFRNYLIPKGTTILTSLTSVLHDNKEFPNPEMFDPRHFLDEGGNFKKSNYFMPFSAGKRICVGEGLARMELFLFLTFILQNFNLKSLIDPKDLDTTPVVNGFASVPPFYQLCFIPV
CYP2C19 activ = activators of human cytochrome P450 2C19; P33261; 96,000 tested, under 10 active; AID 1025; recombinant CYP2C19, luciferin-H EGE luminescence; stronger effect = higher value; 0 = fully inhibited enzyme, 1 = untreated enzyme; activation factor at 5 µM;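 active means activation factor of at least 2 at 5 µM in the primary screen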;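 further: 0 = wells with 2.5 mM tranylcypromine and 1 = vehicle-only wells; values of inactives mirror those of a sister screen read the other way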
HUVEC prolif 384 = blocks proliferation of human endothelial cells; HUVEC proliferation, CellTiter-Glo luminescence, 72 h; stronger effect = lower value; viability, % at 10 µM (by protocol); actives 1.1% (n = 86,000); AID 648;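 active means viability at or below 30%; inactive means viability above 30%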;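 further: 100% = median luminescence of DMSO-only cell control wells on each plate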
Mac1 fbg inh = blocks human CD11b/CD18 adhesion to fibrinogen; P05107+P11215; K562 CD11b/CD18 adhesion to fibrinogen, ATPlite luminescence; Mn2+ added to activate the integrin; inhibition, % at 10 µM; actives 0.54% (n = 93,000); AID 1497;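 active means primary inhibition of 50% or more at 10 µM, then 40% or more on retest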; further: some results filed as inactive read as strong as hits
Mac1 fbg enh = CD11b/CD18-fibrinogen binding enhancement | activation, % at 10 µM | K562 CD11b/CD18 adhesion to fibrinogen, ATPlite luminescence | actives 0.07% (n = 93,000) | AID 1499 | P05107+P11215;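 active means 10 µM primary screen giving 50% or more activity, confirmed by 40% or more on retest at that dose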; further: strong numbers were not always called active
Lung fibro prol = blocks proliferation of human lung fibroblasts. AID 719. LL 47 human lung fibroblast viability, ATP luminescence; stronger effect = lower value. viability, % at 10 µM. actives 1.1% (n = 85,000);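 active means viability at or below 50% in the single dose screen; inactive means viability above 50%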;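 further: compound exposure lasted 72 h before the ATP readout; 100% = median luminescence of untreated cell-only wells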
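Material: human lung fibroblast line LL 47, low passage; Evaluation: viability percentage against median untreated-cell control; Buffer or medium: 15% FBS in IMEM; Incubation: 72 h compound exposure at 37 °C after overnight plating; Dosing: 0.1% DMSO in all compound wells; Measured by: CellTiter-Glo luminescence.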
ERa SRC1 pot = enhances coactivator binding to human estrogen receptor alpha; P03372; TR-FRET ERalpha-LBD/SRC-Cy5 coactivator binding, 2 h; 100 = basal binding, no effect; coactivator binding (% of control), % at 25.6 µM; actives 1.3% (n = 86,000); in the data active means activity above about 200%;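 further: binding measured in presence of low estradiol as agonist stimulus; 0% = peptide alone without receptor and 100% = receptor with peptide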
* hit, by the source's call; / = not tested or not shown; [ ] = another dose, or the depositor's remark.

SMILES	ERa coact inh	H69AR inhibit	CYP2C19 inh	CYP2C19 activ	HUVEC prolif 384	Mac1 fbg inh	Mac1 fbg enh	Lung fibro prol	ERa SRC1 pot
CCC(=O)c1ccc(OCCSc2ncccn2)cc1	8	99	-1	1	107	/	1	108	110
CSC1=NCCN1C(=O)COc1ccccc1	-3	101	-6	1.1	88	1	-3	88	118[fluorescence artefact?]
c1ccc(-c2nnc(-c3ccccc3)o2)cc1	10	86	27	0.7	89	/	/	99	105
COc1ccc(NC(=O)CNS(=O)(=O)c2ccccc2)cc1Cl	0[fluorescence artefact?]	92	63*	0.4	102	1	-4	96	114
CCCC(=O)NC(=S)Nc1ccc(NC(=O)c2cccs2)cc1	/	/	52*	0.5	/	-3	-1	/	/
CCn1cc(C(=O)NCc2ccc(C)o2)c2cc(OC)c(OC)cc2c1=O	3	75	0	1	102	9	-3	98	107
CCCC(=O)N1CCN(c2ccc(NC(=O)c3ccco3)cc2)CC1	8	98	7	0.9	97	-18	-3	100	134[fluorescence artefact?]
CN(c1ccc(C(=O)N2CCOCC2)cc1[N+](=O)[O-])C1CCCCC1	/	/	0	1	/	6	-3	/	/
Fc1ccccc1CSc1ncn[nH]1	-5	101	/	/	102	/	/	100	124
Cc1cc(C(=O)Oc2ccccc2C(=O)O)c(C)o1	7	43	1	1	92	5	-6	100	97
CCOc1cccc(C(=O)Nc2cc(-c3nn4c(C)nnc4s3)ccc2C)c1	/	/	-9	1.1	/	-4	4	/	/
COc1ccccc1-c1nc(C#N)c(NCc2ccc(F)cc2)o1	4	89	76*	0.2	108	0	-1	91	110
CCc1nnc(NC(=O)C2CCCN(S(=O)(=O)c3ccccc3)C2)s1 (stereo not drawn)	3	103	64*	0.4	101	-1	-1	100	113
COc1cc(NC(=S)Nc2ccc(S(=O)(=O)N3CCOCC3)cc2)cc(OC)c1OC	/	/	1	1	/	-9	7	/	/
COC(=O)CSc1nc(-c2ccc(F)cc2)cc(C(F)(F)F)n1	-4	85	/	/	92	/	/	86	91
Cc1ccc(-c2nnc(SCC(=O)N3CCCC3)o2)cc1C	-4	105	53*	0.5	101	-7	-7	105	98
CCn1c(C)[n+](CCOCC[n+]2c(C)n(CC)c3cc(Cl)c(Cl)cc32)c2cc(Cl)c(Cl)cc21	/	/	-12	1.1	/	-6	-3	/	/
O=c1[nH]c(-c2ccccc2O)nc2c1CCCC2	-6	88	6	0.9	95	0	-3	95	102
CCOc1ccc(/C=N/Nc2nc(N3CCCC3)nc(N3CCCC3)n2)cc1OC	-7	81	-8	1.1	79	/	/	94	107
O=C(O)CSCc1ccc(C(=O)O)o1	-2	97	-3	1	98	-5	3	97	80
CCOC(=O)C1CCCN(C(=O)c2ccccc2NC(C)=O)C1 (stereo not drawn)	-3	87	1	1	106	-6	0	100	103
C1=CC2CC1CC2CNCc1ccco1 (stereo not drawn)	-3	98	10	0.9	95	-11	2	97	109
COc1ccc(C2CC(=O)C=C(NCC3CCCO3)C2)cc1 (stereo not drawn)	-6	90	20	0.8	90	-18	-3	98	108[fluorescence artefact?]
CCCC(=O)Nc1ccc2c(c1)nc(CN1CCCCC1)n2C	-3[fluorescence artefact?]	90	-1	1	93	-7	2	101	118[fluorescence artefact?]
O=C(CN(Cc1ccccc1)S(=O)(=O)c1ccc2c(c1)OCCO2)Nc1ccc2c(c1)OCCO2	/	/	43	0.6	/	6	3	/	/
CCSc1nnc(NC(=O)C2CCCCC2C(=O)OCC(F)(F)C(F)F)s1 (stereo not drawn)	-5	90	46	0.5	94	-1	8	99	113
Cn1c(NN)nc2sc3c(c2c1=O)CC(C)(C)OC3	-20	73	/	/	101	/	/	106	103
CCOC(=O)N=S(N)(=O)c1ccccc1 (stereo not drawn)	12	62	-17	1.2	101	-20	0	97	105
c1csc(-c2nn3c(C4COc5ccccc5O4)nnc3s2)c1 (stereo not drawn)	-21	77	58*	0.4	83	-38	1	100	70
CCc1ccc2[nH]c(=O)c(CN(Cc3ccc4c(c3)OCO4)Cc3nnnn3C3CCCC3)cc2c1	9	4.8*	30	0.7	62	-15	8	89	112
C=CCNc1nc(NCCN2CCOCC2)nc(N2CCOCC2)n1	-30	102	-13	1.1	97	-6	9	100	90
O=C(Nc1ccc(F)cc1)c1nsc(Cl)c1Cl	2	37*	/	/	87	/	/	100	107
COC(=O)c1ccc(NC(=O)CSc2nnnn2C2CCCCC2)cc1	-6[fluorescence artefact?]	87	/	/	92	/	/	94	101
O=C(O)CCN1/C(=C/C=Nc2ccccc2)Oc2ccccc21	3	106	1	1	93	-6	0	98	92
CCCC(=O)Nc1ccc(Oc2ccc(NC(=O)CCC)cc2)cc1	-7	98	/	/	89	/	/	94	122[fluorescence artefact?]
O=C(O)CC(CP(=O)(c1ccccc1)c1ccccc1)C(=O)O (stereo not drawn)	-3	106	-12	1.1	97	2	-1	92	103
Cc1c(NC(=O)c2cc(=O)[nH]c3ccccc23)c(=O)n(-c2ccccc2)n1C	-13	98	-12	1.1	93	-9	-3	104	112
CCn1ncc2c1C(=O)NC1c3ccccc3C(=O)N21 (stereo not drawn)	1[fluorescence artefact?]	89	2	1	89	1	-1	103	135
c1ccc(Cn2nnc3c(NCC4CCCO4)ncnc32)cc1 (stereo not drawn)	-6	/	33	0.7	101	26	-2	92	119
O=CNCC(=O)NCCc1ccc(Cl)cc1	-2[fluorescence artefact?]	97	2	1	109	4	-6	99	103[fluorescence artefact?]

Reprinted from the part before: six compounds, then new ones.
SMILES	ERa coact inh	H69AR inhibit	CYP2C19 inh	CYP2C19 activ	HUVEC prolif 384	Mac1 fbg inh	Mac1 fbg enh	Lung fibro prol	ERa SRC1 pot
CCCC(=O)Nc1ccc(Oc2ccc(NC(=O)CCC)cc2)cc1	-7	98	/	/	89	/	/	94	122[fluorescence artefact?]
O=C(O)CC(CP(=O)(c1ccccc1)c1ccccc1)C(=O)O (stereo not drawn)	-3	106	-12	1.1	97	2	-1	92	103
Cc1c(NC(=O)c2cc(=O)[nH]c3ccccc23)c(=O)n(-c2ccccc2)n1C	-13	98	-12	1.1	93	-9	-3	104	112
CCn1ncc2c1C(=O)NC1c3ccccc3C(=O)N21 (stereo not drawn)	1[fluorescence artefact?]	89	2	1	89	1	-1	103	135
c1ccc(Cn2nnc3c(NCC4CCCO4)ncnc32)cc1 (stereo not drawn)	-6	/	33	0.7	101	26	-2	92	119
O=CNCC(=O)NCCc1ccc(Cl)cc1	-2[fluorescence artefact?]	97	2	1	109	4	-6	99	103[fluorescence artefact?]
CCc1ccccc1N(CC(=O)N1CCN(c2ccccc2)CC1)S(C)(=O)=O	8	99	14	0.9	107	-5	-2	96	103
CC1CCN(S(=O)(=O)c2ccc(NC(=O)CN3CCN(c4ccccc4)CC3)cc2)CC1	-11	60	-14	1.1	83	4	-2	93	107
CCCC(=O)NC(Nc1ccc(S(=O)(=O)Nc2ncccn2)cc1)(C(=O)OCC)C(F)(F)F (stereo not drawn)	-3	97	-3	1	90	25	-6	97	114
CCc1nc(N2CCCCC2C)c2oc3ccccc3c2n1 (stereo not drawn)	10	22*	-12	1.1	44	36	0	68	79
CCOCCOCCC(C(=O)OCC)P(=O)(c1ccccc1)c1ccccc1 (stereo not drawn)	-1	95	-7	1.1	96	-39	0	101	103
COc1cccc(-c2cc(C(=O)NCCN3CCOCC3)no2)c1	-7	90	4	1	96	-12	6	93	106
Cc1c(C(=O)Nc2ccc(F)cc2)oc2ccc(S(=O)(=O)N3CC(C)CC(C)C3)cc12 (stereo not drawn)	-9	12*	-4	1	51	16	6	61	109
CCc1nc(SCC(=O)NCCc2ccccc2)n[nH]1	-7	101	56*	0.4	94	-11	-1	100	96
CCOC(=O)CSc1nc2sc(C(=O)O)c(C)c2c(=O)[nH]1	-1	104	6	0.9	96	-28	-4	98	109
CC1Cc2ccccc2N1C(=O)C1CCN(S(=O)(=O)Cc2ccccc2)CC1 (stereo not drawn)	10	93	21	0.8	90	-2	1	103	92
COc1ccc(Br)cc1C(=O)Nc1nnn(C)n1	5	94	24	0.8	112	4	-6	108	106[fluorescence artefact?]
CCc1c(C)[nH]c2nc3ccccc3n2c1=O	16	80	24	0.8	92	-14	0	97	78
O=C(CSc1nnnn1C1CCCC1)c1ccc2c(c1)OCCO2	1[fluorescence artefact?]	84	23	0.8	105	8	-1	99	115
Cc1cccc(NS(=O)(=O)c2cc(C(=O)N3CCN(C)CC3)ccc2C)c1	-1	51	29	0.7	104	3	-6	92	108[fluorescence artefact?]
CCCCc1ccc(-c2nc(N)n[nH]2)cc1	-4	89	24	0.8	88	15	-1	99	131
CC(C)(C)CC(=O)OCC(=O)Nc1cc(C(C)(C)C)nn1-c1ccccc1	/	/	15	0.9	/	10	0	/	/
CCCc1c(C(=O)OCC)[nH]c2c1C(=O)CCC2	-2	96	-2	1	98	1	-2	93	129
COC(=O)c1ccccc1NC(=O)N[C@@H](C)C(=O)OC	-6	88	-3	1	96	25	-3	96	104
CSCCC(NS(=O)(=O)c1cccs1)C(=O)NCc1cccs1 (stereo not drawn)	-4	93	26	0.7	106	6	2	92	93
O=C(CSc1nccn1Cc1ccccc1)Nc1nccs1	-19	85	35	0.7	102	-22	9	94	98
Nn1c(SCc2cccc(C(F)(F)F)c2)nnc1-c1ccco1	-3	94	94*	0.1	93	5	-2	109	121
COc1ccc(CCn2nnnc2C(C(C)C)N2CCC(C(N)=O)CC2)cc1OC (stereo not drawn)	/	/	-16	1.2	/	-3	3	/	/
CC(=O)Nc1cc(-c2ccc(Cl)cc2)nn1-c1ccccc1	-6	99	/	/	90	/	/	90	90
CN(C)CC#CCCCCCCC#CCN(C)C	-4	92	-11	1.1	82	-36	-4	101	109
Cc1[nH]c2ccccc2c1/C=C(\C#N)S(=O)(=O)c1ccccc1	-10	68	20	0.8	90	-36	0	97	109
Cn1c(-c2ccccc2)cnc1SCC(=O)N1CCCCC1	-4	92	/	/	105	/	/	105	113[fluorescence artefact?]
COC(=O)C1(S(=O)(=O)c2cc(Br)cc3c2N(C(C)=O)CC3)CC1	-3	70	10	0.9	101	/	/	100	102
CC1=NN(/C(=N\c2nnc(C)s2)Nc2ccc(C)cc2)[C@H](c2ccc(C)cc2)S1	-6	87	/	/	102	/	/	83	113
CCOc1ccccc1-n1c(CN2CCN(C(=O)c3ccco3)CC2)nc2ccccc2c1=O	-31	63	57*	0.4	52	22	0	15*	110
O=C(O)CSc1nc2ccccc2[nH]1	-1	98	-14	1.1	79	11	-2	99	103
CCOC(=O)CSc1nc2ccccc2c(=O)n1CC1CCCC1	-6	88	/	/	91	/	/	96	90
CC(C)NS(=O)(=O)c1ccc(OCC(=O)NCc2ccc3c(c2)OCO3)c(Cl)c1	12	90	97*	0	86	0	-5	97	93[fluorescence artefact?]
O=C(N=NC(=O)c1ccc2c(O)n(C3CCCCC3)c(O)c2c1)c1cccnc1	/	/	24	0.8	/	12	1	/	/
COc1ccc(N2CCN(C(=O)c3cn(C)c(=O)c4c3c3ccccc3n4C)CC2)cc1	-2	72	3	1	84	-10	-1	96	94
O=C1N(CCCCN2C(=O)C3(OCCO3)c3ccccc32)c2ccccc2C12OCCO2	4	61	23	0.8	89	1	2	94	102
O=S(=O)(/C=C/c1ccccc1)n1cnc2ccccc21	6[fluorescence artefact?]	20*	46	0.5	84	2	-7	68	109

Source: PubChem BioAssay (several laboratories)
